Screens: PubChem BioAssay, National Center for Advancing Translational Sciences (NCATS)
KCNH2 3.1 inh – blocks the human KCNH2 3.1 channel isoform; U2OS KCNH2 3.1, thallium flux FluxOr; active compounds read low; activity change, % (tested at about 1.8 µM); actives 0.95% (n = 340,000);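 active means maximum activity change below -70%; inconclusive means maximum activity change from -70% to -50%; inactive means maximum activity change above -50%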;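 further: thallium influx rate constant from kinetic fluorescence after stimulation buffer; on the % scale 0 is the no-effect control and ±100 the full control effect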
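Steps: virus added to U2OS suspension (4 h, RT, dark); medium with 10% FBS added, cells plated, 37 C overnight; FluxOr/Red40 loading buffer 45 min RT; stimulation buffer, 2 min kinetic read; rate constant normalized.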
Giardia killer – Giardia lamblia killing; AID 540267; Giardia lamblia trophozoite viability; activity change, % at 7.66 µM, hits read low; actives 0.15% (n = 340,000); in the data active means activity change below about -80%; inconclusive means between about -30% and that limit;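 further: parasites exposed to compound for two days anaerobically before the ATP read; on the % scale 0 is the no-effect control and ±100 the full control effect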
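Trophozoites 100 cells/well + cpd; 48 hrs, 37 deg C, anaerobic. ATPLite 1-Step added, 15-30 min RT, luminescence read (ATP-based viability).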
B2AR arrestin – recruits beta-arrestin to the human beta2-adrenergic receptor; beta-arrestin recruitment to beta2AR, cell-based reporter; Potency, µM (highest dose often 46.1 µM), inactives show top-dose activation, actives largely listed as activators; actives 0.02% (n = 330,000); P07550; AID 492947;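 further: potency means the concentration at half of the fitted maximal effect; 0% = DMSO controls and full agonism = EC100 isoproterenol or metaproterenol; nearly all actives have a fitted effect of over 65% in size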
PKM2 activator – activators of human pyruvate kinase M2; P14618; purified PKM2, Kinase-Glo ATP luminescence, activation; response scale: 0% is enzyme alone, no compound; Potency, µM (doses to about 57.5 µM), for the others: top-dose activation, actives largely listed as activators; actives 0.34% (n = 260,000); further: potency means the concentration at half of the fitted maximal effect; on the % scale 0 is the no-effect control and ±100 the full control effect; nearly all actives have a fitted effect of over 55% in size
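hPK-M2, >95% pure; 0.1 mM ADP / 0.5 mM PEP final; imidazole pH7.2 buffer w/ 7 mM MgCl2, 50 mM KCl; 1 h RT; Kinase-Glo lum. Intermediate enzyme activity for dual inhibitor/activator qHTS.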
GALK inh – galactokinase (human) inhibition; P51570; Purified GALK, Kinase-Glo residual ATP luminescence; Potency, µM (series often up to 57.5 µM), without a hit: at the top dose activity change, negative = inhibition, usual class: inhibitors; actives 0.007% (n = 270,000); AID 1868; further: potency means the concentration at half of the fitted maximal effect; on the % scale 0 is the no-effect control and ±100 the full control effect
Target sequence (P51570 whole entry, looked up): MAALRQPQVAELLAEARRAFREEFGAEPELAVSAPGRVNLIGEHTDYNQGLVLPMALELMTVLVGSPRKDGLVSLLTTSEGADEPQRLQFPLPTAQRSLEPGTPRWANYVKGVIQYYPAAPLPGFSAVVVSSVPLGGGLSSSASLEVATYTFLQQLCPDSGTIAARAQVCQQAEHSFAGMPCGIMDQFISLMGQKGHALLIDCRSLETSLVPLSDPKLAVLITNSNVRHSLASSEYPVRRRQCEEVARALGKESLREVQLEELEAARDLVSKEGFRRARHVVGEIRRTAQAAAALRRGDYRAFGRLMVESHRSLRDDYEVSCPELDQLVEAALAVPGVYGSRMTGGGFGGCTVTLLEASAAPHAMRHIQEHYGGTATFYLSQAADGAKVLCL
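Luminescence from leftover ATP (Ultra-Glo luciferase/luciferin) served as read-out after a 1 h room-temperature reaction of 5 nM GALK with 35 uM ATP and 100 uM galactose.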
CXXC DNA block – MLL CXXC-DNA interaction inhibition; MLL-CXXC / FITC-HOXA9 DNA fluorescence polarization; Potency, µM (top dose mostly 115 µM), inactives show at the top dose activity change, negative = inhibition, hits mostly inhibitors; actives 0.037% (n = 290,000); AID 2662; active means well fitted inhibition curve with a large enough effect in the polarisation, with a control signal flat, not every such curve was filed as active; inconclusive means small, poorly fitted or top-dose-only effect, or effect the other way, or a change in a side signal; inactive means no such curve, though single readings can be large or run the other way; the % refers to the polarisation; further: potency means the concentration at half of the fitted maximal effect
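Fluorescence polarization: 7 uM MLL-CXXC (stock) preincubated 5 min with compounds, then 50 nM fluorescein-HOX-A9 DNA (stock) added; 30 min ambient. Buffer 50 mM Tris-HCl pH 7.5, 50 mM NaCl, 1 mM DTT, 0.05% BSA.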
Menin MLL FP TR – inhibitors of human menin-MLL interaction, mutant MLL peptide; O00255; Menin + Texas Red MLL mutant peptide, fluorescence polarization; Potency, µM (titrated, usually from 61.6 µM), inactives show at the highest dose FP activity change, negative = inhibition, most hits filed as inhibitors; actives 0.23% (n = 270,000); AID 1768; active means well fitted inhibition curve with a large enough effect in the polarisation, with a control signal flat, not every such curve was filed as active; inconclusive means small, poorly fitted or top-dose-only effect, or effect the other way, or a change in a side signal; inactive means no such curve, though single readings can be large or run the other way; the % refers to the polarisation; further: potency means the concentration at half of the fitted maximal effect; % of control where 0% means no effect; many of its hits are not listed in these tables
TRPV1 ag – agonists of human vanilloid receptor 1 (TRPV1). Q8NER1. activation, % at 8.33 µM. actives 0.19% (n = 320,000). AID 540275. TRPV1-expressing cells, Fluo-8 calcium influx, agonist mode; in the data active means activation above about 80%; inconclusive means between about 30% and that limit; further: 0% is about no effect
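TRPV1-expressing cells were cultured overnight at 35.5C and loaded with Fluo-8 calcium dye for 40 to 90 min at room temperature. After a 10 s baseline, compound was added and calcium influx was read kinetically for 3 min (ex 480/em 520 nm).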
USP2a inh – blocks human ubiquitin-specific protease USP2a; Potency, µM (series often up to 38.3 µM), for inactives: top-dose activity change, negative = inhibition, most hits filed as inhibitors; actives 0.01% (n = 330,000); USP2 core, Ub-CHOP2 coupled fluorogenic reporter, 485/531; O75604; AID 463254;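 further: potency means the concentration at half of the fitted maximal effect; plate controls were DMSO wells for no effect and full inhibition by NEM control for full effect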
Target sequence (O75604 whole entry, looked up): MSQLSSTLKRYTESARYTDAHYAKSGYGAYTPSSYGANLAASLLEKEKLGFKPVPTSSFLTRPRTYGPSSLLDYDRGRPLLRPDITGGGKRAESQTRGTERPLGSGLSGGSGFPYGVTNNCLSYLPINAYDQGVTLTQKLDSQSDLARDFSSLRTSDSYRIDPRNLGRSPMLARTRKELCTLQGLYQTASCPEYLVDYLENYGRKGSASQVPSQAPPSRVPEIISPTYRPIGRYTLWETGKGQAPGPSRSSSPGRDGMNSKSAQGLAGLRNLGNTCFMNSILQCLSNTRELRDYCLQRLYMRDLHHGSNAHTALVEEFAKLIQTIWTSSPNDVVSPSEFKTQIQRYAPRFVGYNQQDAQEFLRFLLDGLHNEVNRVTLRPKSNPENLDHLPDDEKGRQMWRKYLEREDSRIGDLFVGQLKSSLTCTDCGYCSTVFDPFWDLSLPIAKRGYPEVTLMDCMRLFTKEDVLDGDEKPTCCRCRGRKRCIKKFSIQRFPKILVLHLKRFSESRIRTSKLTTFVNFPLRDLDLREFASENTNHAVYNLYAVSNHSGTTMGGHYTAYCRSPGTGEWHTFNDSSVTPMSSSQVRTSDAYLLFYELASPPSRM
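Deubiquitinase activity read as fluorescence (485/531 nm) after Ub-CHOP2 cleavage activates the enterokinase reporter on its substrate; USP2 core 10nM, Ub-CHOP2 and substrate 25nM each, 30min compound preincubation then 60min RT; data normalized to NEM, curves fitted.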
hERG WT inh – inhibitors of human wildtype KCNH2 potassium channel; Q12809; U2OS, BacMam KCNH2, thallium flux FluxOr; active compounds read low; activity change, % at 1.84 µM; actives 0.37% (n = 340,000); AID 720551;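 active means maximum activity change below -70%; inconclusive means maximum activity change between -70% and -50%; inactive means maximum activity change above -50%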; further: on the % scale 0 is the no-effect control and ±100 the full control effect
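U2OS cells transduced with wild-type KCNH2 virus are loaded with FluxOr dye for 45 min, and thallium flux is measured in kinetic reads before and after stimulation buffer. Rate constants are normalized to DMSO controls.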
Coupling enz – inhibits coupling enzyme system, counter-screen for aldolase hits; coupling enzyme system counterscreen, AmpLite Red fluorescence; actives 0.67% (n = 290,000); activity change, negative = inhibition, % at 58.2 µM, hits read low; in the data active means activity change below about -30%; further: on the % scale 0 is the no-effect control and ±100 the full control effect
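Counterscreen lacking aldolase: glyceraldehyde-3-phosphate coupling-enzyme reagent preincubated 10 min at RT with compound (at 57.5 uM final), then substrate/coupling system with AmpLite Red added; fluorescence read at 525/598 nm after 20 min RT.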
* hit, by the source's call; ? = inconclusive; . = no result given; & = joins results of further samples; [ ] = remark or other dose. Unless noted, the call rests on the fitted dose curve; in most records, active means well fitted curve in the direction sought with a large enough effect; inconclusive means small, poorly fitted or top-dose-only effect, or another doubt; inactive means no such curve, though single readings can be large; an effect the other way counts as inactive or inconclusive.

SMILES	KCNH2 3.1 inh	Giardia killer	B2AR arrestin	PKM2 activator	GALK inh	CXXC DNA block	Menin MLL FP TR	TRPV1 ag	USP2a inh	hERG WT inh	Coupling enz
COc1ccc(C2C(C#N)=C(C)NC(C)=C2C#N)c(OC)c1	-23	-10	-0.1%	3%	0%	5%	2%	1	6%	-2	6
O=C(COc1ccc(C(=O)NCc2cccnc2)cc1)Nc1cccc(C(F)(F)F)c1	-4	19	0.1%	.	.	.	.	24	0%	1	.
COc1ccc(CCNC(=O)CN(c2cccc([N+](=O)[O-])c2)S(C)(=O)=O)cc1OC	8	5	0.1%	0%	-2%	2%	3%	0	1%	6	4
O=C(COc1ccc(/C=N/NS(=O)(=O)c2ccccc2)cc1)Nc1ccccc1	9	8	-0.6%	-1%	0%	-5%	?	-3	-6%	10	-3
COc1ccc(N2CCN(S(=O)(=O)c3c(C)nc4sccn4c3=O)CC2)cc1	11	?	0.3%	1%	.	.	-2%	-2	1%	5	0
COc1cc(C(=O)Nc2nc3ccc(S(C)(=O)=O)cc3s2)cc(OC)c1C	-5	?	0.3%	-29%	.	-9%	.	-2	-1%	2	0
O=C(Nc1ccc(F)cc1)c1ccc(C(=O)N2CCOCC2)cc1	12	-13	0.2%	.	.	.	.	0	0%	-3	.
N/C(=N\OC(=O)c1cc([N+](=O)[O-])ccc1Cl)c1ccccn1	-4	-15	-0.1%	1%	2%	-4%	.	-1	1%	15	2
CCOC(=O)c1[nH]c2ccccc2c1NC(=O)CC	-2	35[activator]	-0.4%	0%	1%	-3%	-1%	3	2%	13	4
CCOC(=O)N1CCN(Cc2nc(Cc3cccc(F)c3)no2)CC1	0	-13	-0.4%	4%	-3%	-7%	1%	2	5%	3	1
Cc1ccccc1C(=O)Oc1ccccc1C(=O)N1CCOCC1	-7	-3	-0.5%	?	1%	-1%	0%	-7	0%	-6	1
Cc1ccc(C2=Nn3c(COc4ccc(Cl)cc4)nnc3SC2CC(=O)O)cc1 (stereo unspecified)	-4	-19	0.4%	-4%	17%	-6%	7%	4	0%	-2	11
O=C1CC(O)(c2ccccc2)C(c2ccccc2)=C1c1ccccc1 (stereo unspecified)	16	7	-0.3%	.	.	.	.	4	0%	-5	-1
CN(Cc1ccccc1)c1ncnc(N)c1[N+](=O)[O-]	-2	-12	0.2%	-5%	12%	7%	-5%	1	1%	0	-1
CC(C)CNC(=O)COC(=O)Cc1ccc(Cl)cc1	-32	16	0.2%	1%	5%	-2%	6%	6	0%	-18	1
COc1ccc(NS(=O)(=O)CC23CCC(CC2=O)C3(C)C)cc1 (stereo unspecified)	13	5	-1.0%	-17%	.	-1%	22%	1	1%	-12	0
CC1(C)C/C(=N\O)c2cc3c(nc2C1)CCCC3	6	1	-0.1%	-14%	-1%	11%	-17%	-7	1%	-5	3
CCN(CCn1cccn1)Cc1c(C(=O)N2C[C@@H](C)O[C@@H](C)C2)nc2ccc(Cl)cn12	8	4	-0.3%	4%	-3%	33%[activator]	2%	-2	7%	-1	0
COc1ccc(NC2CC(=O)N(CCc3ccccc3)C2=O)cc1 (stereo unspecified)	0	3	-0.3%	-15%	1%	3%	-13%	-1	-1%	5	-1
COc1cc(C2C(C(=O)c3ccc(C)o3)=C(O)C(=O)N2c2cc(C)on2)cc(OC)c1OC (stereo unspecified)	8	-11	-0.6%	4%	1%	-13%	0%	-2	5%	-7	0
O=C(Cc1ccccc1)n1nc(-c2ccco2)nc1SCc1ccccc1	-3	3	-0.1%	5%	-3%	10%	-3%	2	0%	3	-3
Cc1cc(C)c(NC(=O)CCCN2CCOCC2)c(C)c1	-11	9	-0.1%	-3%	1%	11%	-1%	2	-1%	-8	1
O=C(Nc1ccc(O)c2c(=O)cc(-c3ccccc3Cl)oc12)c1cccs1	3	2&22	0.5%	4%	1%	4%	8%	3	2%	-7	8&0
COc1ccc(-c2csc(NC(=O)CSc3nc4ccccc4c(=O)[nH]3)n2)cc1	3	-2	0.4%	5%	-3%	21%	-2%	0	0%	-4	4
Cc1sc2ncnc(N3CCC(C(=O)Nc4ccc(Cl)c(Cl)c4)CC3)c2c1C	-6	-5	-0.3%	.	.	.	.	18	3%	-2	.
O=C(CN1C(=O)c2cccnc2Oc2ccc(Cl)cc21)N1CCCCCC1	7	-9	0.2%	.	0%	4%	.	?	3%	-2	.
Cn1c(CC(=O)Nc2ccccc2F)nnc1SCC(=O)NC1=NCCS1	13	-4	-0.5%	.	4%	4%	.	0	2%	29	-4
CCOC(=O)c1sc(NC(=O)c2ccc(Br)o2)cc1C	3	-15	0.0%	0%	3%	-9%	?	?	1%	-2	-2
COc1ccc2[nH]c(=O)c(CN(C(=O)c3ccccn3)C3CCCCC3)cc2c1	-25	-19	-0.8%	-1%	4%	-1%	-24%	-2	1%	-7	1
COc1ccccc1CNC(=O)c1ccc2ccccc2n1	-18	-14	0.0%	.	-2%	16%	?	-3	2%	2	-1
COc1cc(NC(=O)CSc2nc3c(c(=O)[nH]2)CCCC3)cc(OC)c1OC	4	-3	-0.1%	24%	-2%	-3%	11%	-1	2%	-9	1
Cn1c(-c2ccccc2O)cc2ccccc21	15	-7	-0.5%	-4%	-4%	-14%	?	1	-4%	11	-3
COc1cc(SC)ccc1C(=O)NCCOc1ccc(Cl)cc1	-6	-10	0.1%	23%	-5%	?	1%	3	5%	-7	2
Cc1ccccc1-c1ccc(CN2CCN(C)C(CCO)C2)cc1 (stereo unspecified)	8	30[activator]	-0.5%	-2%	-3%	0%	-27%	4	0%	-2	2
COc1cc(OC)c(C(=O)OCC(=O)NCC2CCCCC2)cc1OC	-4	7	0.2%	.	.	.	.	5	0%	1	.
COC(=O)Nc1nnc(-c2ccco2)s1	5	-11	0.9%	-5%	.	-4%	.	-1	-1%	-3	1
CCS(=O)(=O)NCCCCc1ccccc1	4	-3	0.1%	-1%	-1%	-1%	?	-1	6%	19	-3
Cc1ccc2[nH]c(=O)c(CN(Cc3ccc4c(c3)OCO4)Cc3nnnn3C3CCCC3)cc2c1	-128*	15	.	3%	-3%	-3%	9%	17	.	-1	-1
O=C(CCc1ccccc1)NNC(=O)Cc1ccccc1	10	12	0.6%	0%	-2%	-10%	18%	-3	2%	-2	-1
O=C(O)c1ccc(COc2ccccc2/C=C2\NC(=O)N(Cc3ccccc3)C2=O)cc1	12	-3	0.0%	-32%	-5%	8%	14%	-2	0%	-1	7
CC(C)C(=O)N(c1ccc(F)cc1)C1C=CS(=O)(=O)C1 (stereo unspecified)	-14	-9	-3.8%	-2%	0%	-10%	-3%	-1	3%	-1	1
Cc1cc(C(=O)Nc2cccnc2)no1	4	11	-0.4%	-6%	-6%	-3%	6%	-2	2%	-12	3
COc1ccc(NC(=O)Cn2c(=O)n(CC3CCCO3)c(=O)c3cc(OC)c(OC)cc32)c(OC)c1 (stereo unspecified)	-3	11	0.4%	1%	.	-7%	4%	2	0%	-4	1
COc1ccc(/C(C)=N/NC(=O)c2ccccc2N)cc1	2	-17	-0.2%	-3%	6%	16%	-9%	2	4%	-5	1
COc1ccc(/C(O)=C2/C(=O)C(=O)N(c3ccccn3)C2c2ccc(C(C)C)cc2)cc1 (stereo unspecified)	-6	7	-0.5%	.	-5%	4%	?	4	-1%	10	10
CNc1nc(SC)nc(N2CCOCC2)n1	-4	-6	-0.1%	3%	-2%	7%	12%	-1	4%	2	4
Cc1cc(C)cc(NC(=O)Cc2ccc(NC3=NC4CS(=O)(=O)CC4S3)cc2)c1 (stereo unspecified)	8	16	0.2%	-2%	.	.	16%	0	1%	1	0
CCOC(=O)c1c(NC(=O)CCCN2CCOCC2)sc2c1CC(C)(C)OC2	6	21	-0.5%	3%	-2%	5%	-10%	9	0%	-2	.
O=C(Nc1ncnc2sc3c(c12)CCCCC3)c1ccco1	0	-15	-0.5%	-11%	4%	20%	10%	2	-1%	6	-1
O=C(O)CNC(=O)CCCn1nnc2ccccc2c1=O	14	6	0.3%	-8%	8%	8%	.	0	0%	2	1
Cc1ccc(Nc2ccc(N)cc2S(=O)(=O)O)cc1	-8	-7	-1.0%	3%	1%	-8%	13%	-2	6%	17	4
CCOc1cc(C)c(C(C)C)cc1S(=O)(=O)n1ccc(C)n1	-3	-9	0.5%	-4%	1%	4%	-16%	24	0%	2	4

Only part of the results is shown; count on the stated rates, not on these rows.
